ULK1 primary – inhibitors of human ULK1 kinase; inhibition, % at 5.96 µM; AID 1259251; AlphaScreen Atg13 phosphorylation by ULK1, luminescence; 30,000 compounds, 1.9% hits; in the data active = inhibition above about 43%;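 note: 0% = median of compound wells and 100% = no enzyme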
ASK1 inh – inhibitors of human ASK1 kinase; inhibition, % at 7.44 µM; AID 1159602; AlphaScreen MKK6 phosphorylation by ASK1, luminescence; Q99683; 22,000 compounds, 0.99% hits; in the data active = inhibition above about 35%;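 note: 0% = median of compound wells and 100% = no enzyme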
Target sequence (Q99683 whole entry, looked up): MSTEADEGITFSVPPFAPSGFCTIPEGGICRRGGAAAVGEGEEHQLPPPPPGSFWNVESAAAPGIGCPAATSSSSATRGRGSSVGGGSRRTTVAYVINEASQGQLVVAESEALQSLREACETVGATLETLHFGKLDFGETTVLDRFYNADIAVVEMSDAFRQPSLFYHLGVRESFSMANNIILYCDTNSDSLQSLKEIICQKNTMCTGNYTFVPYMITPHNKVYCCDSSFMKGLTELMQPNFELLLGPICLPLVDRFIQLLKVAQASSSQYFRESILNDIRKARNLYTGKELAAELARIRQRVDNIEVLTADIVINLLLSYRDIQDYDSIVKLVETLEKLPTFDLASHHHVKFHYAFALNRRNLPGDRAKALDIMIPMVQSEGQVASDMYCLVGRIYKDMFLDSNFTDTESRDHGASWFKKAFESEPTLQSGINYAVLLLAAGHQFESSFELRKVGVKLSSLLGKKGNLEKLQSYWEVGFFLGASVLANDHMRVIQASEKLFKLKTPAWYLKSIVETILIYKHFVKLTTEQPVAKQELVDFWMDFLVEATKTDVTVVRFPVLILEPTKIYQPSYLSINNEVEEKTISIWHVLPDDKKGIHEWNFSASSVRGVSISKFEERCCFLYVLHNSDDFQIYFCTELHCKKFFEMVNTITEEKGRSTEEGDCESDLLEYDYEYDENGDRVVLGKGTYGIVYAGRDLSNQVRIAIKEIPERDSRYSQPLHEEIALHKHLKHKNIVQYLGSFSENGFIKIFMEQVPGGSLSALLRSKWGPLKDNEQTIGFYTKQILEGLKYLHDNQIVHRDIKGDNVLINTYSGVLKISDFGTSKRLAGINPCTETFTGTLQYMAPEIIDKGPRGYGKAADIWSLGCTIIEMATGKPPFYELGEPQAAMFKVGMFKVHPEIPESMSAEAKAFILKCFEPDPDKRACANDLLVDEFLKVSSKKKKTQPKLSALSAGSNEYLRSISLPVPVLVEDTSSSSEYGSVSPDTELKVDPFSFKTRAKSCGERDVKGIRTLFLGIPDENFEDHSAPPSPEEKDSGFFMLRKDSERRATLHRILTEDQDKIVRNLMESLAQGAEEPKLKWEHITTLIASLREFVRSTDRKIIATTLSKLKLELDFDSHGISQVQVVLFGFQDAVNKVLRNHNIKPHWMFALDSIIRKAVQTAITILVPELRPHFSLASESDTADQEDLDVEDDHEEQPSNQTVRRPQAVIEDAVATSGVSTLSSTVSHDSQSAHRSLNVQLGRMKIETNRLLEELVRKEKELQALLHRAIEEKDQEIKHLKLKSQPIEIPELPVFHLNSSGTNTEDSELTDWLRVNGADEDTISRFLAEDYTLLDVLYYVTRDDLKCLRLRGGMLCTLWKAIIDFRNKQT
Starred values were filed as active, the others as inactive; nt = not tested or not shown.

Structure | ULK1 primary | ASK1 inh
O=C(Nc1ccc2[nH]ncc2c1)C1CCCN1C(=O)Nc1ccc(-c2ccccc2)cc1 (stereo unspecified) | -9 | -21
Cc1cc(C)c2sc(C)[n+](CCCS(=O)(=O)O)c2c1 | 6 | nt
Cc1ccc(-c2nc3n(c2CNC(=O)C2CCCC2)CCS3)cc1 | 11 | nt
O=C1CCCN1CCCNc1nc(NCc2ccccc2)c2ncn(-c3ccsc3)c2n1 | 0 | -9
Cc1nn(C)c(C)c1-c1nc(NCCN2CCOCC2)c2ncn(-c3ccsc3)c2n1 | -8 | -7
O=C(NNC(=S)Nc1ccc(F)cc1)c1ccccc1[N+](=O)[O-] | -2 | nt
CC(C)n1c(-c2ccc(C(N)=O)cc2)nc2c(Nc3ccccc3)ncnc21 | -16 | -5
Cc1noc(C)c1-c1cc(NCc2cccc(C(F)(F)F)c2)ncn1 | -6 | -13
CC(C)N(CCNC(=O)c1csc(N2CCOCC2)n1)C(C)C | 7 | -3
CCN(CC)C(=O)C1CCCN(c2nc(NCc3cccnc3)c3ncn(Cc4ccc(C(F)(F)F)cc4)c3n2)C1 (stereo unspecified) | -9 | -8
O=C(NCc1ccccc1)c1ccnc(N2CCN(Cc3ccc4c(c3)OCO4)CC2)c1 | -6 | 3
CC(C)n1cnc2c(NCCCN3CCCC3=O)nc(NCCCN3CCCC3=O)nc21 | 1 | 2
CN1CCN(C(=O)c2ccc(-c3ccc(C(=O)Nc4ccc(N5CCOCC5)cc4)s3)cc2)CC1 | -12 | -10
COc1ccc(-c2nc(NCCN3CCOCC3)c3ncn(C(C)C)c3n2)cn1 | 12 | -1
O=C(O)C1CCCCC1C(=O)NCCCCc1ccccc1 (stereo unspecified) | 0 | nt
CN(C)CCO/N=C(/C=C/c1ccc(O)cc1)c1ccccc1F | 11 | nt
CCCNc1nc(Nc2ncccn2)nc2c1ncn2-c1ccsc1 | 8 | 6
COc1ccc(CCNc2nc(NCc3cccnc3)nc3nc[nH]c23)cc1 | 5 | 4
c1ccc(CCNc2nc(Nc3ccc(N4CCOCC4)cc3)nc3nc[nH]c23)nc1 | 16 | 13
COc1ccc(-c2nc(NCc3nc4ccccc4[nH]3)c3ncn(CCN4CCCC4=O)c3n2)cn1 | -7 | 1
CCNc1nccc(NCCN2CCOCC2)n1 | 1 | -18
CCCNc1nc(-c2ccc(OC)nc2)nc2c1ncn2C(C)C | -6 | 0
O=C(NCCN1CCOCC1)c1ccc2nc(-c3csc4ccccc34)sc2c1 | -29 | 2
CCCNC(=O)c1cccc(-c2ccccc2)n1 | 27 | 12
NC(=O)c1ccc(-c2nc(NC3CC3)c3[nH]cnc3n2)cc1 | -3 | -4
COc1ccc(-c2nc(NCCO)c3ncn(C4CCCCC4)c3n2)cn1 | -4 | 1
O=C(NC1CC1)c1ccc(-c2nc(NCc3cccc(C(F)(F)F)c3)c3ncn(CCN4CCCC4=O)c3n2)cc1 | -20 | -18
COc1ccc(CNc2nc(Nc3ccc(OC)cc3)nc3cc(OC)c(OC)cc23)cc1 | -25 | 2
O=C1CCCN1CCCNc1nc(NCc2cccnc2)c2ncn(C3CCCCC3)c2n1 | 5 | 13
COc1ccc(-c2nc3ncnc(NCCc4ccc(O)cc4)c3[nH]2)cn1 | -9 | 2
COc1cccc(CN2CCC(CNc3cc(F)c(-c4ccncc4)cc3OCCN(C)C)C2)c1 (stereo unspecified) | 2 | 4
COc1cc(Nc2ncc(C)c(NCCc3ccc(O)cc3)n2)cc(OC)c1OC | 27 | -6
N#CCNC(=O)c1ccc(Cl)cc1[N+](=O)[O-] | 11 | nt
CCN(CC)C(=O)C1CCCN(c2nc(C)cc(N)n2)C1 (stereo unspecified) | 0 | 2
COc1ccc(-c2ncc(C(=O)NCCN3CCOCC3)s2)cc1 | -1 | -3
COc1ccc(-c2nc(NCCc3ccc(O)cc3)nc(OC)n2)cc1 | -20 | -13
O=C(Nc1ccc(-c2ccncc2)c(F)c1)[C@H]1COc2ccccc2O1 | -13 | 10
Nc1nc(NC2CCN(Cc3ccccc3)CC2)nc2c1ncn2-c1ccsc1 | 13 | 3
Nc1nc(NCCc2ccc(O)cc2)cc(NCc2ccc3c(c2)OCO3)n1 | -5 | 5
Cc1cc(NCCCN2CCCC2=O)nc(-c2cccs2)n1 | -4 | -10

Compound profiles, from the list above:
Entry for Cc1cc(NCCCN2CCCC2=O)nc(-c2cccs2)n1 : ULK1 primary = -4; ASK1 inh = -10
Entry for O=C(Nc1ccc(-c2ccncc2)c(F)c1)[C@H]1COc2ccccc2O1 : ULK1 primary = -13; ASK1 inh = 10
Entry for N#CCNC(=O)c1ccc(Cl)cc1[N+](=O)[O-] : ULK1 primary = 11; ASK1 inh = nt

Remaining list, next part.
Structure | ULK1 primary | ASK1 inh
COc1ccc(-c2cncc(C(=O)NCc3ccccc3)c2)cc1 | 0 | -5
Cc1noc(C)c1-c1nc2ncnc(Nc3ccc(N4CCOCC4)cc3)c2[nH]1 | 26 | 20
COc1ccc(CCNc2nc(Nc3nc4ccccc4n3C)nc3c2ncn3C2CCCCC2)cc1 | 14 | 19
O=C(Nc1ccc2c(c1)OCO2)C1CCN(c2ccc(Nc3ccc(-n4ccnc4)cc3)nn2)CC1 | 22 | 11
CCCNc1ncnc2c1nc(Nc1ccc3ncccc3c1)n2C(C)C | -2 | 11
O=C1NCCN1CCN1CCC(c2cn(-c3ccc(F)cc3)c3ccc(Cl)cc23)CC1 | -10 | nt
COc1ccc(-c2cc(C(=O)NCCN3CCOCC3)ccn2)cn1 | 0 | 0
CC[N+](C)(C)Cc1ccccc1Br | -15 | nt
CN(C)CCN(Cc1ccccc1)c1ccccn1 | 11 | nt
O=C(NCc1ccccn1)c1ccco1 | -3 | nt
CCCNc1nc(-c2ccc(C(=O)NC3CC3)cc2)nc2c1ncn2-c1ccsc1 | -5 | 4
CC(C)N(CCNc1ncnc2nc(Nc3cccc(N(C)C)c3)[nH]c12)C(C)C | 5 | 14
O=C(NCc1cccnc1)c1cccc(Nc2cccnc2)c1 | 3 | 1
COc1ccc(-c2nc(Nc3cc(OC)c(OC)c(OC)c3)c3[nH]cnc3n2)cc1 | -7 | 6
O=C(Nc1cc(-c2ccncc2)ccc1O)C1COc2cc3ccccc3cc2O1 (stereo unspecified) | 16 | 22
c1ccc(-c2cc(N3CCOCC3)nc(-c3ccccn3)n2)nc1 | -6 | nt
OCCNc1nc(Nc2ccc3ncccc3c2)nc2c1ncn2C1CCCCC1 | 1 | 4
CC1CC=CC=CC=CC=CC(O[C@@H]2O[C@H](C)[C@@H](O)[C@H](N)[C@@H]2O)CC2OC(O)(CC(O)CC3OC3C=CC(=O)O1)CC(O)C2C(=O)O (stereo partly specified) | -5 | nt
COc1ccc(-c2nc(NCc3ccccc3)c3[nH]cnc3n2)cn1 | -16 | 1
COc1ccc(CCNc2nc(Nc3ccc(C(F)(F)F)cc3)nc3c2ncn3-c2ccccc2)cc1 | -14 | -16
FC(F)(F)c1ccc(CN2CCC(c3nc(-c4ccncc4)no3)C2)cc1 (stereo unspecified) | -7 | -1
O=C(NCCO)c1csc(N2CCN(Cc3ccc4c(c3)OCO4)CC2)n1 | -7 | 4
COc1cc2nc(Nc3ccc4ncccc4c3)nc(NCc3cccc(C(F)(F)F)c3)c2cc1OC | -22 | 0
Cc1nn(C)c(C)c1-c1cccc(C(=O)NC2CC2)n1 | -1 | 8
COC(=O)CCC(=O)CN1C(=O)c2ccccc2C1=O | -3 | nt
COc1ccc(CCNc2nc(Nc3ccc(N4CCOCC4)cc3)nc3cc(OC)c(OC)cc23)cc1 | 4 | 53*
CC(C)n1cnc2c(NCc3ccccc3)nc(-c3cccc(N)c3)nc21 | -20 | 0
CCCNC(=O)c1cc(Nc2cccc(N(C)C)c2)nc2ccccc12 | -8 | 0
O=C(NCc1ccccn1)C(=O)N/N=C/c1cccs1 | 10 | nt
CC1(C)O[C@@H]2CC3C4C[C@H](F)C5=CC(=O)C=CC5(C)C4C(O)CC3(C)[C@]2(C(=O)CO)O1 (stereo partly specified) | 5 | nt

Ordered by the number under ULK1 primary (largest number first): some entries from above.
Structure | ULK1 primary | ASK1 inh
CC(C)N(CCNc1ncnc2nc(Nc3cccc(N(C)C)c3)[nH]c12)C(C)C | 5 | 14
COc1ccc(-c2cc(C(=O)NCCN3CCOCC3)ccn2)cn1 | 0 | 0
COc1ccc(-c2nc(NCCc3ccc(O)cc3)nc(OC)n2)cc1 | -20 | -13

Later entries.
Structure | ULK1 primary | ASK1 inh
CCC(=O)N1CCc2nc3c(C)cccn3c(=O)c2C1 | 1 | nt
COc1ccccc1NC(=O)C1=C(C)NC2=C(C(=O)CC(C)(C)C2)C1c1ccc(O)cc1 (stereo unspecified) | -15 | nt
Cc1cc(NC(=O)c2cccc(F)c2)n(-c2ncnc3c2cnn3-c2cccc(Cl)c2)n1 | 3 | nt
COc1cc(Nc2nc(Nc3cnccn3)nc3c2ncn3Cc2ccc(C(F)(F)F)cc2)cc(OC)c1OC | -19 | 9
CN1CCN(C(=O)c2ccc(-c3ncc(C(=O)NCCOc4ccccc4)s3)cc2)CC1 | 6 | 4
O=C(NCCc1ccc(O)cc1)c1ccc2nc(Nc3ccc4ncccc4c3)sc2c1 | -26 | -9
COc1cc(Nc2ncnc3c2nc(N2CCN(Cc4ccc5c(c4)OCO5)CC2)n3C(C)C)cc(OC)c1OC | -2 | 11
CC(C)n1c(N2CCCC2CO)nc2c(NCCO)ncnc21 (stereo unspecified) | 6 | 6
O=C(NCc1cccnc1)c1ccc2nc(Nc3ccncn3)sc2c1 | 32 | -4
O=C1CCCN1CCn1cnc2c(NC3CCN(Cc4ccccc4)CC3)nc(Nc3nccc4ccccc34)nc21 | -7 | 12
O=C1C2C3c4ccccc4C([N+](=O)[O-])(c4ccccc43)C2C(=O)N1Cc1ccccc1 (stereo unspecified) | -15 | nt
NC(=O)c1ccc(-c2nc(Nc3ccccc3)c3ncn(C4CCCCC4)c3n2)cc1 | -14 | -3
CN1CCN(c2ccc(-c3nc(NCc4cccc(C(F)(F)F)c4)c4ncn(C5CCCCC5)c4n3)cc2)CC1 | 4 | -4
O=C(Nc1ccc(N2CCOCC2)cc1)c1cc(N2CCOCC2)nc2ccccc12 | 25 | -5
C[C@@H](O)C(=O)N1CCN(c2ccc3[nH]ncc3c2)CC1 | -1 | 1
Cc1cc(Nc2ccc(Oc3ccccc3)cc2)nc(Nc2ccncc2)n1 | -14 | -1
O=C(NCc1nc2ccccc2[nH]1)c1cnc(Nc2cnccn2)s1 | 32 | 4
FC(F)(F)c1cccc(CNc2nc(Nc3ncccn3)nc3nc[nH]c23)c1 | 2 | -8
FC(F)(F)c1ccc(Nc2nc(NCc3cccc(C(F)(F)F)c3)c3ncn(C4CCCCC4)c3n2)cc1 | -7 | 6
O=C(NCCCN1CCCC1=O)c1cccc(-c2csc3ccccc23)c1 | -6 | -5
CC(C)n1cnc2c(NCCN3CCOCC3)nc(Cl)nc21 | 4 | -11
CC(=O)Nc1ccc(Nc2nc(N3CCN(c4ccccn4)CC3)ncc2C)cc1 | 22 | 4
Cc1ccc(Cn2c3c(=O)[nH]c(=O)n(C)c3n3c(-c4ccc(F)cc4)nnc23)cc1 | 4 | nt
O=C1CCCN1CCn1cnc2c(Nc3ccc4c(c3)OCO4)nc(NCCN3CCOCC3)nc21 | 0 | -1
O=C(Nc1ccccc1)c1ccc2nc(Nc3ccc(N4CCOCC4)cc3)sc2c1 | -4 | 17
Cc1ccccc1C(=O)OCC#CCSc1nnc(-c2ccncc2)o1 | 9 | nt
Nc1nc(NCCN2CCOCC2)cc(N2CCN(Cc3ccc4c(c3)OCO4)CC2)n1 | 8 | -22
FC(F)(F)c1ccc(Cn2cnc3c(NCc4cccnc4)nc(Nc4cnccn4)nc32)cc1 | 4 | 6
COc1ccc(-c2nc(C)cc(NCCc3ccc(O)cc3)n2)cc1 | -27 | 5
O=C(Nc1ccccc1)c1ccc2nc(NC3CCC(O)CC3)sc2c1 (stereo unspecified) | 2 | -7
O=C(NCc1cccnc1)c1cccc(-c2ccc3[nH]ccc3c2)n1 | 11 | -2
c1ccc(-c2ccnc(NC3CCNCC3)n2)cc1 | -5 | 8
COc1ccc2c(c1)CC(c1nc(Nc3ccc4[nH]ncc4c3)c3ccccc3n1)CO2 (stereo unspecified) | -38 | 6
CN(C)c1cccc(Nc2nc(N)c3[nH]cnc3n2)c1 | 31 | 13
N=c1ccn2c(n1)O[C@H]1[C@H](O)[C@@H](CO)O[C@H]12 | -1 | nt
O=C1CCCN1CCCNc1nc(NCc2cccnc2)nc2nc[nH]c12 | 8 | -3
Cc1ncn(-c2ccc(Nc3ncc4cccc(-c5cncnc5)c4n3)cc2)n1 | 14 | 10
COc1nc(Nc2ccc(N3CCOCC3)cc2)nc(-c2c(C)nn(C)c2C)n1 | 6 | -1
NC(=O)Cc1cn(-c2ccc(N3CCCC3CO)nn2)c2ccccc12 (stereo unspecified) | 10 | -6
CCNc1cc(Nc2ccccc2)ncn1 | 5 | 4
CCN[C@H]1CN(CCCOC)S(=O)(=O)c2sc(S(N)(=O)=O)cc21 | 6 | nt
O=C(NCCc1ccc(O)cc1)c1ccnc(Nc2nccc3ccccc23)c1 | 0 | 9
NC(=O)c1csc(Nc2ccc3ncccc3c2)n1 | 16 | -2
c1ccc(Nc2nc(NCc3cccnc3)nc3nc[nH]c23)cc1 | 4 | 1
c1ccc(CNc2nc(Nc3nccc4ccccc34)nc3nc[nH]c23)cc1 | -18 | -2
CCCC(=O)Nc1cccc(CNC(=O)Nc2ccc(-c3cn[nH]c3)cc2)c1 | -1 | -8
CN1CC[C@@H](Oc2cc(-c3cn[nH]c3)ccc2NC(=O)[C@@H]2COc3ccccc3O2)C1 | 5 | 1
Cn1c(=O)c2c(ncn2C)n(C)c1=O | -7 | nt
O=C(O)CCc1nc(-c2ccccc2)c(-c2ccccc2)o1 | -4 | nt

Source: PubChem BioAssay (The Scripps Research Institute Molecular Screening Center)
